APOBEC3G inh = inhibitors of human APOBEC3G DNA deaminase; Q9HC16; inhibition, % at 20 µM; 0.28% of 330,000 active; recombinant A3G, ssDNA deamination FAM/TAMRA fluorescence;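 active = inhibition of at least 40% at 20 µM, with no more than 30% in the related APOBEC3A deaminase screen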;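 note: plate controls were DMSO wells with A3G for no effect and wells lacking A3G enzyme for full effect; some compounds called inactive have numbers as strong as hits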
Target sequence (Q9HC16 whole entry, looked up): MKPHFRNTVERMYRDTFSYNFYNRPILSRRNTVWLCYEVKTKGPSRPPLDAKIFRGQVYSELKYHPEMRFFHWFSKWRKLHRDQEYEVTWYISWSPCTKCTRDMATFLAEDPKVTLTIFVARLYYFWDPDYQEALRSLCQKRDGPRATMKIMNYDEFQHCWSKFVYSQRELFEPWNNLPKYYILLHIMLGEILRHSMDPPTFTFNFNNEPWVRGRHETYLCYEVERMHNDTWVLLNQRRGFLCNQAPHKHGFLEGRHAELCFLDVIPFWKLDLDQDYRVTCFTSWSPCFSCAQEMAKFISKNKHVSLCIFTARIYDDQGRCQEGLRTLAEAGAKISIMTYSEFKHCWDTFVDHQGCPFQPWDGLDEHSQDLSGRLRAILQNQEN
tim10-1 inh = growth inhibitors of tim10-1 mutant yeast. S. cerevisiae tim10-1 ts strain growth, BacTiter-Glo, 24 h. inhibition, % at 20 µM. 2.2% of 330,000 active. AID 463190;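 active = inhibition of at least 40%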;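 note: mutant grown at 25 °C; 0% = DMSO wells with yeast and 100% = wells holding no yeast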
mIAP act = increases mouse intestinal alkaline phosphatase activity | muIAP, CDP-Star luminescence, 30 min; stronger effect = higher value; 1 = vehicle-only enzyme signal, 0 = enzyme-free wells | activation factor at 10 µM | 0.24% of 330,000 active;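 active = activation factor of at least 2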; note: the source names both 10 and 20 µM as test concentration; values of inactives mirror those of a sister screen read the other way
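Assay system: mouse IAP enzyme; Reagent: CDP-Star chemiluminescent phosphatase substrate; Compound: DMSO-dissolved test compounds; Incubation: 30 min, room temperature; Technique: luminescence from enzymatic CDP-Star hydrolysis; Controls: DMSO-only wells and no-enzyme negative control.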
mIAP inh = blocks mouse intestinal alkaline phosphatase; 0.2% of 330,000 active; purified mouse IAP, CDP-Star luminescence, 30 min; inhibition, % at 10 µM;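 active = inhibition of at least 40% at 10 µM in the primary screen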;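 note: plate controls were DMSO with enzyme for no effect and no enzyme wells for full effect; values of inactives mirror those of a sister screen read the other way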
NLRP3 yeast inh = inhibitors of NALP3 inflammasome in yeast; inhibition, % at 10 µM; 0.39% of 330,000 active; Yeast reconstituted NLRP3/ASC/caspase-1, beta-gal luminescence, 24 h;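 active = inhibition of 50% or more; inactive = inhibition below 50%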;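 note: plate controls were induced DMSO wells for no effect and uninduced yeast grown without galactose for full effect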
TIM10 inh = growth inhibitors of TIM10 yeast strain. S. cerevisiae TIM10 strain growth, BacTiter-Glo luminescence, 24 h. inhibition, % at 10 µM. 1.4% of 330,000 active;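 active = inhibition of 40% or more at the single tested concentration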;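 note: wild-type TIM10 isogenic control strain grown at permissive 25 °C; 0% = DMSO yeast wells and 100% = minimal medium wells without yeast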
beta cell repl = inducers of beta-cell replication in MIN6 cells. MIN6 cells proliferation, ATPlite luminescence, 48 h; cells starved in 0.2% serum; 100% = growth in 10% serum. AID 2380. proliferation, % at 10 µM. 0.29% of 330,000 active;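 active = compounds whose signal lies at least 3.5 SD above the mean of all wells on their plate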;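 note: 0% = DMSO-treated cells in low-serum medium and 100% = 10% serum control; some compounds called inactive have numbers as strong as hits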
APOBEC3A inh = human APOBEC3A DNA deaminase inhibition; P31941; recombinant A3A, FAM/TAMRA ssDNA deamination fluorescence; inhibition, % at 20 µM; 0.41% of 330,000 active; AID 493011;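 active = at least 40% inhibition at 20 µM here, with at most 30% in a related deaminase screen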;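 note: plate controls were A3A with DMSO for no effect and wells lacking A3A enzyme for full effect; some results filed as inactive read as strong as hits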
hIAP block = blocks human intestinal alkaline phosphatase. P09923. 0.12% of 330,000 active. purified IAP, CDP-Star luminescence, 30 min. inhibition, % at 10 µM;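 active = inhibition reaching a set limit with compound at 10 µM in the primary screen, cut at about 35% in these data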;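 note: plate controls were DMSO wells with enzyme for no effect and no-enzyme buffer wells for full effect; values of inactives mirror those of a sister screen read the other way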
Target sequence (P09923 whole entry, looked up): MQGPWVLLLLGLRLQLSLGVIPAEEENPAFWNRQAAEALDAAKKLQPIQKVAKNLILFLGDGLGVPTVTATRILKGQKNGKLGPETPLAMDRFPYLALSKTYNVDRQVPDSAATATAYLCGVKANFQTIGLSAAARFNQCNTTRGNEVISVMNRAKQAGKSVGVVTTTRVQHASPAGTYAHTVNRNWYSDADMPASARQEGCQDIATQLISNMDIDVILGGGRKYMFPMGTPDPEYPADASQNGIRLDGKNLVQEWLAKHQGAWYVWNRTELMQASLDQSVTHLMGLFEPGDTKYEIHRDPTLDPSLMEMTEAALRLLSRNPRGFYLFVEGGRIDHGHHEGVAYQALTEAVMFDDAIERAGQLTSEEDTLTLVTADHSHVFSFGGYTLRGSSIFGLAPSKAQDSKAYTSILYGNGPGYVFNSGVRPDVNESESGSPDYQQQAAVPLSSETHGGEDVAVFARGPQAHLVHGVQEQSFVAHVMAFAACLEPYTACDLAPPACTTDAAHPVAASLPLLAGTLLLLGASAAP
An asterisk follows results filed as active.

Each structure is followed by: APOBEC3G inh	tim10-1 inh	mIAP act	mIAP inh	NLRP3 yeast inh	TIM10 inh	beta cell repl	APOBEC3A inh	hIAP block
> CC(C)C1CCC(C(=O)N[C@H](Cc2ccccc2)C(=O)O)CC1 (stereo partly drawn)
    1	18	1.1	-10	19	12	0	3	-22
> CCc1nnc(NC(=O)c2cccc(S(=O)(=O)N3CCN(c4ccccc4)CC3)c2)s1
    3	20	1	-3	-12	1	0	6	-7
> O=C(c1nc2ccc(Cl)cn2c1CNCCn1ccnc1)N1CCCCCCC1
    -6	13	1	0	17	6	0	-3	-3
> O=C(Nc1ccccc1N1CCCC1)c1ccco1
    5	12	0.96	4	5	-1	-2	-1	12
> O=C(CSCC(=O)Nc1nc(-c2ccc3c(c2)OCO3)cs1)Nc1nccs1
    6	14	0.9	10	-5	4	-5	4	-20
> Cc1c(NC(=O)COC(=O)/C=C/c2ccc(Cl)cc2)c(=O)n(-c2ccccc2)n1C
    -9	-22	1.1	-12	5	-9	-1	-2	-1
> O=C(NC1CC(=O)N(c2ccccc2)C1)C1CC1 (stereo not drawn)
    -10	2	0.9	10	1	5	2	-2	-8
> Cc1ccc(-c2cn(S(=O)(=O)c3ccc(C)cc3)nc2N)cc1
    -4	-7	0.94	6	20	-6	-2	0	4
> O=C(NCc1cccnc1)c1ccc(NC(=O)c2ccc([N+](=O)[O-])cc2)cc1
    -8	3	0.95	5	22	10	-7	-1	-6
> CCN(CC)CCN(C(=O)/C=C/c1cccs1)c1nc2ccc(F)cc2s1
    -4	38	0.91	9	23	21	-7	-1	17
> CCNCC(=O)N1c2ccccc2CCc2ccc(NC(=O)OC(C)C)cc21
    -4	-21	1.5	-55	14	2	-4	-5	-6
> O=C1c2ccccc2C(=O)N1c1cccc2cccnc12
    -7	-13	0.96	4	6	-1	1	0	-2
> CC(C)(C)Nc1nc(NN)nc(NC(C)(C)C)n1
    -3	23	0.91	10	4	21	-3	-1	-23
> O=C(CSc1nnc(CNC(=O)c2cccs2)o1)NCC1CCCO1 (stereo not drawn)
    -3	1	0.91	9	1	-1	6	0	-7
> COC(=O)CN(C)C(=O)CC1C(=O)NCCN1CC(C)(C)C (stereo not drawn)
    -2	10	0.92	8	23	3	0	-2	14
> CCCCc1ccc(NC(=O)CC(C)=O)cc1
    1	14	1.1	-10	32	10	-5	5	-1
> Nn1c(-c2ccc(F)cc2)nc2ccccc2c1=O
    -3	15	0.96	4	3	9	3	2	11
> N#Cc1c(-c2ccccc2)ccnc1Oc1ccccc1
    18	34	1.2	-20	31	17	-3	-1	-23
> Cc1cc(NC(=O)COC(=O)C2CC(=O)N(c3cccc(Cl)c3)C2)no1 (stereo not drawn)
    8	17	0.98	2	-8	1	0	-2	-16
> CCOc1ccc(-n2c(=S)sc3c(=O)[nH]c(SCC(=O)N4CCC(C)CC4)nc32)cc1
    -5	9	1	-1	-6	-3	-5	-7	2
> CCOc1cc(S(=O)(=O)Nc2ccc(Cl)cn2)ccc1Cl
    -11	12	0.88	12	29	15	-2	-3	-29
> Cc1ccc(C(=O)NCC(=O)OCC(=O)Nc2cc(S(=O)(=O)N3CCOCC3)ccc2Cl)s1
    -7	-6	0.91	9	-3	-9	-1	-3	5
> Nc1c(C(=O)Nc2ccc3c(c2)OCCO3)nnn1Cc1cccc(Br)c1
    -2	9	1.1	-6	21	10	-4	2	18
> O=C(CN1CCN(Cc2ccc(F)cc2)CC1)NCc1ccccc1
    -11	-5	0.96	4	14	-23	-2	-2	-52
> O=C(CN1CCN(c2ncccn2)CC1)N(Cc1ccccc1)c1ccc(F)cc1
    -1	28	1	-5	14	18	2	0	1
> CCN(CC)c1ccc(NC(=O)c2ccc(=O)[nH]c2)cc1S(=O)(=O)Nc1ccc(OC)cc1
    7	-2	1	-2	17	0	0	-2	-23
> N=C1C(c2ccccc2)=C(O)C2CCc3ccccc3N12 (stereo not drawn)
    -9	3	0.95	5	26	13	-2	-6	17
> O=C(CCN1CCOCC1)NNC(=O)/C(=C/c1ccccc1)NC(=O)c1ccccc1
    0	-9	1.1	-14	-7	-7	2	-7	-24
> CCOC(=O)C1CCCN(C(=O)N2CCOCC2)C1 (stereo not drawn)
    -9	9	0.94	6	2	-3	-2	-4	13
> Cc1ccc(C(=O)NC(=S)NNS(=O)(=O)c2ccccc2)cc1
    -5	31	0.81	19	0	7	-3	-5	-36
> Cc1cc(-n2nc(C)cc2C)nc(NS(=O)(=O)c2ccccc2Cl)n1
    -3	13	0.95	5	-2	2	1	-2	-9
> COc1ccc(-c2c(NC(=O)c3ccco3)oc3ccccc3c2=O)cc1OC
    -1	2	1	-5	1	-5	0	0	20
> CCN(CC)S(=O)(=O)c1cccc(NC(=O)CN(C)C2CCCCC2)c1
    -13	22	1.1	-14	-8	2	1	-8	-16
> Cc1cccc(/C=N/n2c(-c3ccccn3)n[nH]c2=S)c1
    57*	6	0.95	5	7	2	-1	-1	9
> Cc1ccc(NC(=O)C(C)N2C(=O)c3ccccc3C2=O)c(C)c1 (stereo not drawn)
    -1	-19	0.98	2	19	-3	-3	1	-1
> COCCn1c(=S)[nH]c2cc(C(=O)N3CCC(C(N)=O)(N4CCCCC4)CC3)ccc2c1=O
    -5	2	0.91	9	11	-3	-2	-4	19
> COc1ccc(CN2CCNC(=O)C2CC(=O)NCc2csc(C)n2)c(F)c1 (stereo not drawn)
    -5	4	0.97	3	8	6	2	0	28
> COc1cccc(C(=O)N2CCCc3ccccc32)c1
    -5	20	1	-4	15	-4	0	3	-3
> COc1ccc(C(C)(C)C)cc1NC(=O)c1cc(S(=O)(=O)N(C)C)ccc1N1CCCC1
    -3	13	0.67	33	11	12	0	-2	8
> Cc1ccc(NC(=O)CN2C(=O)NC3(CCCc4ccccc43)C2=O)c(C)c1 (stereo not drawn)
    -2	6	1.1	-8	18	-4	-2	2	-2
> OC(COC(c1ccc(F)cc1)c1ccc(F)cc1)CN1CCc2ccccc2C1 (stereo not drawn)
    -5	10	1	-5	14	24	-6	0	5
> O=C(COC(=O)C(O)c1ccccc1)c1ccc2c(c1)OCCO2 (stereo not drawn)
    -3	15	1	-4	5	1	3	-2	-2
> CCOc1cc(C(=O)Nc2ccc3c(c2)OCO3)ccc1OC(F)F
    -3	-33	0.96	4	9	-6	0	0	-11
> CCCNC(=O)COC(=O)C1CCN(S(=O)(=O)c2ccc3c(c2)OCCO3)CC1
    -8	-1	1	-3	14	6	-4	-1	-2
> Cc1ccc(-c2cc(C(F)F)nc(S(C)(=O)=O)n2)cc1
    -6	-23	1	-2	29	-8	-6	-2	4
> O=C(CCCC(=O)OCC(=O)c1ccc(Cl)cc1Cl)Nc1cc(C(F)(F)F)ccc1Cl
    -7	28	1	-2	22	12	0	-4	-42
> CCOC(=O)C1C(=O)NC(N2CCN(CC)CC2)=NC1c1ccccc1 (stereo not drawn)
    -4	16	0.98	2	2	-20	0	0	-8
> O=C1NC(=O)/C(=C\c2ccccc2OCc2ccc([N+](=O)[O-])cc2)N1
    -2	5	0.99	0	6	8	3	-2	8
> Cc1ccc(S(=O)(=O)NCC(=O)N(CC(=O)NCc2ccco2)Cc2ccc3c(c2)OCO3)cc1
    -3	2	1.1	-11	3	-5	-1	-1	-7
> CCOC(=O)c1c(NC(=O)C(F)(OC)C(F)(F)F)sc(C(=O)N2CCCCC2)c1C (stereo not drawn)
    -2	2	0.84	16	-6	10	0	-3	28

(next part)
Each structure is followed by: APOBEC3G inh	tim10-1 inh	mIAP act	mIAP inh	NLRP3 yeast inh	TIM10 inh	beta cell repl	APOBEC3A inh	hIAP block
> CCCCn1nnnc1SCC(=O)Nc1cccc(C)c1
    -7	-6	0.97	3	19	9	-2	0	-9
> COc1ccc(C2C(=O)N(C3CCCCC3)CC(=O)N2Cc2ccc3c(c2)OCO3)cc1 (stereo not drawn)
    -2	29	1.1	-9	12	12	0	10	-6
> O=C(NCc1cccnc1)c1ccc(-c2ccc(Cl)cc2)o1
    3	19	1	-2	8	0	-3	35	-21
> O=C(CN1CCN(c2ccc(O)cc2)CC1)Nc1cc(S(=O)(=O)N2CCCC2)ccc1Cl
    3	-4	0.97	3	34	3	-7	-6	-3
> Cc1ccccc1C(=O)NCCN1CCOCC1
    -13	3	1.1	-12	7	-1	-3	-3	-1
> CC(C)CCn1cnc2c(cnn2-c2ccc(Cl)cc2)c1=O
    -6	-1	0.94	6	18	9	3	18	-5
> Cc1ccc(-c2csc(NC(=O)CSc3nc(C)cc(=O)[nH]3)n2)cc1
    -8	28	0.84	16	1	11	-6	-3	17
> Cc1ccsc1/C=N/NC(=O)c1cccc(S(=O)(=O)Nc2ccccc2Cl)c1
    -6	8	0.87	13	17	7	-5	0	1
> Cc1ccc2oc(C(=O)NCc3ncc(C)[nH]3)c(C)c2c1
    -4	-18	0.99	1	12	1	-1	0	-36
> C#CC(C)OC(=O)Nc1cnccc1C(F)(F)F (stereo not drawn)
    0	-8	1	0	10	7	1	-1	2
> Cn1c(CCNC(=O)c2ccc(Cl)cc2)n[nH]c1=S
    29	3	0.94	6	2	-10	-5	-9	8
> COc1ccc(-n2c(N)c(Br)c(=O)[nH]c2=O)cc1
    -7	-1	0.93	7	14	-1	-4	-1	12
> CN1CCCC(CC2Oc3ccccc3Sc3ccccc32)C1 (stereo not drawn)
    -8	40*	0.92	8	28	19	-2	-5	20
> Cn1c(=N)n(CC(=O)c2ccc(Br)cc2)c2ccccc21
    -12	8	0.9	10	23	14	-4	-3	14
> Cc1ccc(S(=O)(=O)N2CCOCC2)cc1C(=O)Nc1cccc(C(=O)NC2CC2)c1
    -9	16	1.1	-6	4	2	-1	-2	-9
> O=C(N=C1SC2CS(=O)(=O)CC2N1CCc1ccc(F)cc1)C1CCCCC1 (stereo not drawn)
    1	-21	1	-4	-2	-11	1	1	-2
> COc1cccc(/C=N/NC(=O)C(C)Cn2cnc3ccccc32)c1 (stereo not drawn)
    -1	10	1	0	4	11	-3	-2	-15
> O=C(NCC(c1ccco1)N1CCCC1)c1cn(Cc2ccccc2)nc1-c1ccccc1 (stereo not drawn)
    -6	3	1	-2	26	7	-4	-4	-14
> Cc1ccc(OCC(=O)Nc2ccc3c(c2)C(=O)NC3=O)c(C)c1
    -6	6	0.95	5	14	4	3	-6	-4
> COc1ccc(C(=O)N/N=C/c2ccc(OC)c(COc3ccccc3)c2)cc1
    -2	-9	1	-2	-14	-10	0	0	-25
> C=C(C)CN(CC)C(=O)CSc1ccc(S(=O)(=O)N2CCN(C)CC2)cn1
    -4	-7	0.97	3	18	8	0	-3	13
> O=C(NC1CCCC1)C(c1ccccc1F)N(C(=O)c1csnn1)C1CC1 (stereo not drawn)
    -11	-10	0.96	4	6	4	-2	-2	0
> O=C(c1cccnc1)N1N=C(C2CC2)CC1(O)C(F)(F)F (stereo not drawn)
    -1	12	0.93	7	3	6	-1	-1	-18
> CCOC(=O)c1c(O)c2ccccc2oc1=O
    -6	-10	1.1	-6	2	-26	1	-6	-2
> Fc1ccc(-c2csc(-c3cccnc3)n2)cc1F
    -9	-70	1	0	-26	-21	0	-4	6
> COc1ccc2c(c1)C1CC(C)(NC(=O)C1C(=O)c1ccccc1)O2 (stereo not drawn)
    -8	11	1	-1	-10	0	-3	-6	-2
